# Assay outcomes: PubChem BioAssay, several laboratories
# NPY2 pot ag: potentiators or agonists of human neuropeptide Y receptor Y2. cells expressing NPY-Y2, potentiator/agonist read-out. activation, % at 3.6 µM. 0.45% of 220,000 active. P49146; in the data active means activation above about 27%;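 further: cells stimulated with NPY near EC25 plus isoproterenol at EC100; 0% = vehicle plus submaximal agonist and 100% = vehicle plus saturating agonist; some results beyond the cut were filed as inactive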
# NPY-Y1 PAM-ag: potentiators or agonists of human neuropeptide Y receptor Y1. activation, % at 3.6 µM. AID 1304. NPY-Y1 expressing cells, potentiator/agonist activation. 0.37% of 220,000 active. P25929; in the data active means activation above about 33%, passing the limit was not always enough;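 further: cells stimulated with NPY at EC10 then isoproterenol at EC100; 0% = low agonist plus stimulus and 100% = saturating agonist plus stimulus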
# Target sequence (P25929 whole entry, looked up): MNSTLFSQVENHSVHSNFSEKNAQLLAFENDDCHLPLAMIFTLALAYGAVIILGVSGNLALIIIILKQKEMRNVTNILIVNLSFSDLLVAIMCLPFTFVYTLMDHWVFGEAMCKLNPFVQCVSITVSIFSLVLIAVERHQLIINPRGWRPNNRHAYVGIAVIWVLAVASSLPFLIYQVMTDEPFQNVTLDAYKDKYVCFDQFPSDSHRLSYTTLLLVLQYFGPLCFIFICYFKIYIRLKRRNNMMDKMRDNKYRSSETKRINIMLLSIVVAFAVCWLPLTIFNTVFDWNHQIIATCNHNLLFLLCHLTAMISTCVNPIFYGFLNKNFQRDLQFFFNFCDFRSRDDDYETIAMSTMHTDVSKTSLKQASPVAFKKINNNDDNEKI
# NPY Y1 blocker: NPY-Y1 (human) receptor antagonism | P25929 | HEK293-CNG Y1 cells, membrane potential fluorescence; NPY at EC95, then isoproterenol | inhibition, % at 3.6 µM | 1% of 200,000 active | AID 1040;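 active means inhibition above the campaign mean inhibition of all tested compounds plus 3 SD, cut at about 20% in these data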;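 further: 0% = DMSO wells given NPY plus isoproterenol and 100% = isoproterenol alone without NPY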
#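 Material: Y1- and CNG-channel-expressing HEK293 cells / Probe or stimulus: NPY 25 nM then isoproterenol 1 µM plus Ro 20-1724 25 µM / Doses: 3.6 µM single dose, DMSO 0.4% / Schedule: compound incubation 1 h at room temperature, readout 45 min post-stimulation / Signal: membrane potential fluorescence / Benchmarks: isoproterenol-only wells as full block versus NPY-plus-isoproterenol wells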
# Runt-CBFb FRET: blocks binding of human RUNX1 Runt domain to CBFb; 0.46% of 220,000 active; inhibition, % at 20 µM; Cerulean-Runt/Venus-CBFb FRET ratio 530/480, 1 h; Q01196+Q13951;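 active means inhibition over about 50% at 20 µM in the single-dose screen, limit read from the data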;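 further: 0% = DMSO wells and 100% = excess unlabeled CBFb competitor control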
#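 Reagent – Venus-CBFb binding partner, 100 nM · Assay system – Cerulean-tagged RUNX1 Runt domain (FRET donor) fusion protein · Input – 100 nM per protein · Incubation – two 1 h room-temperature incubations shielded from light · Measured by – FRET fluorescence · Medium – Tris buffer pH 7.5 with salts and BSA · Benchmarks – unlabeled CBFb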
# RBBP9 inhibitor: blocks human serine hydrolase RBBP9. recombinant RBBP9, FP-Rh probe fluorescence polarization. inhibition, % at 7.94 µM. 0.2% of 220,000 active;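 active means inhibition above the campaign mean of all tested compounds plus 3 SD, cut at about 14% in these data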;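 further: plate controls were DMSO wells with RBBP9 for no effect and wells lacking RBBP9 protein for full effect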
# Target sequence (O75884 whole entry, looked up): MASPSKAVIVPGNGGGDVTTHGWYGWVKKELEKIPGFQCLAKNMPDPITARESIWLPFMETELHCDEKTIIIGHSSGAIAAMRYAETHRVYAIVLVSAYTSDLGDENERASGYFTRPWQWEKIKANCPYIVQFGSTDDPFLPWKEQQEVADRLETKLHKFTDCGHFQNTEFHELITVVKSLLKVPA
#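 Material: RBBP9 protein. Amount: RBBP9 at 2.5 µM in dispensed solution, before mixing. Schedule: 30 min then 45 min, 25 °C. Medium: Tris buffer pH 8.0, NaCl, Pluronic. Measured by: fluorescence polarization. Measure: percent inhibition from mP, scaled between DMSO and no-protein wells. Replication: one well per compound.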
# MDM2 E3 inh: inhibitors of human Mdm2 E3 ubiquitin ligase | cell-based MDM2 ubiquitination luciferase reporter, 2 h; 0 = plate control, 100 = twice control, blank-subtracted | signal enhancement, % at 5 µM | 0.11% of 210,000 active;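 active means signal enhancement of 30% or more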;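 further: luminescence tracks abundance of the self-degrading MDM2-luciferase fusion protein; higher signal means inhibition of MDM2 E3 ligase activity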
# Target sequence (Q00987 whole entry, looked up, the tested form may be a part): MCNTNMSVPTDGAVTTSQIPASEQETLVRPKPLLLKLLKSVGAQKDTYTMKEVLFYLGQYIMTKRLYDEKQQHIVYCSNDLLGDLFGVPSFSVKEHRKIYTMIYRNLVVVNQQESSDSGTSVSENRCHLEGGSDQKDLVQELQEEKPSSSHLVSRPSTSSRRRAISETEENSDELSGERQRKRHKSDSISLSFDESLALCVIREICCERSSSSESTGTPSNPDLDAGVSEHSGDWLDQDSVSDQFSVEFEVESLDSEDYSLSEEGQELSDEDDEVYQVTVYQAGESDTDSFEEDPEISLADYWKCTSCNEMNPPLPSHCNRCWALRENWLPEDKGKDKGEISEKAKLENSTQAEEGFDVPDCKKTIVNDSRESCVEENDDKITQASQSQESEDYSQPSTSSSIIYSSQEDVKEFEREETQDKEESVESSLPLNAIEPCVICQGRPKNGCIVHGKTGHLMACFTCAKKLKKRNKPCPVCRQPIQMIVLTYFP
#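 Assay system: stable mammalian line carrying autodegrading MDM2–luciferase fusion reporter; amount: 2000 cells seeded into each well; buffer or medium: DMEM; benchmarks: plate control and blank wells; signal: luciferase luminescence; timing: 2 h compound exposure at 37 °C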
# p97 ATPase inh: inhibitors of human p97 ATPase. 0.42% of 220,000 active. recombinant p97 ATPase, Kinase-Glo ATP luminescence, 3 h. P55072. inhibition, % at 8 µM. AID 1481; in the data active means inhibition above about 15%;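 further: 0% = DMSO vehicle and 100% = wells lacking enzyme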
# Runt-SMMHC FRET: blocks binding of human RUNX1 Runt domain to CBFb-SMMHC. Cerulean-Runt/Venus-CBFb-SMMHC FRET ratio 530/480, 1 h. inhibition, % at 20 µM. Q01196+Q13951. AID 1434. 0.74% of 220,000 active;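 active means mean inhibition across duplicate retests at 20 µM reaching about 50%, limit read from the data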;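 further: 0% = DMSO wells and 100% = wells with excess untagged CBFb-SMMHC; inhibitors lower the FRET ratio by blocking Runt binding to CBFb-SMMHC; some results filed as inactive read as strong as hits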
# Hck Nef HTS: blocks Nef-activated human Hck kinase; inhibition, % at 20 µM; P08631; Recombinant Hck-YEEI plus Nef, Z-Lyte FRET kinase assay; 0.68% of 220,000 active;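 active means Hck-Nef kinase inhibition above about 50%, limit read from the data; inactive means inhibition below that limit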;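 further: 0% = DMSO with Hck plus Nef and 100% = Hck alone without Nef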
# The depositor's hits bear a star; · = not tested or not shown. Outcome played no part in choosing rows. Share with any hit: about 3.5%.
SMILES,NPY2 pot ag,NPY-Y1 PAM-ag,NPY Y1 blocker,Runt-CBFb FRET,RBBP9 inhibitor,MDM2 E3 inh,p97 ATPase inh,Runt-SMMHC FRET,Hck Nef HTS
CC(C)C(=O)N(Cc1ccccc1)c1ccccn1,2,14,7,-1,3,-6,1,-2,1
COc1ccc(/C=N/Nc2ccccn2)cc1O,21,3,·,7,3,-8,7,-4,11
CCOC(=O)c1nn(-c2ccccc2)c(=O)cc1SC(C)CC (stereo unspecified),1,-2,0,-3,-12,-8,-4,-23,0
Clc1cc(Cl)cc(C2=NCCC(c3ccccc3)O2)c1 (stereo unspecified),0,-24,6,-1,-9,·,-3,3,-1
CC(=O)c1cc2c(cc1NS(=O)(=O)c1ccc(F)cc1)OCO2,1,9,-1,8,1,-3,6,5,16
COc1ccc(/C=C/C(=O)Nc2cc(C)on2)cc1,6,10,2,1,-11,4,-1,-4,3
Cc1ccc(CC(=S)N2CCOCC2)cc1,8,4,2,27,-1,-17,2,2,-12
O=C(OCc1nnc(-c2ccccc2)o1)c1cc(S(=O)(=O)N2CCOCC2)c(Cl)cc1Cl,-10,14,-5,-1,5,-11,-1,-3,1
CCOC(=O)NC1(C(F)(F)F)C(=O)NC(C)=C1C#N (stereo unspecified),5,-6,-9,-2,-1,2,-3,-6,-12
COc1ccc(-c2cn3ccccc3n2)cc1OC,-3,-4,-3,-1,-1,-14,-21,-2,1
O=c1[nH]c(=O)n(C(c2ccccc2)c2ccccc2)cc1Br,3,10,1,1,-8,-3,4,-1,22
CC1CCN(CC(=O)NCc2ccccc2)CC1,13,2,4,-2,-7,-5,-3,0,0
CC1CCC(C(C)C)C2=C1C(C#N)(C#N)C(C#N)(C#N)C(c1ccccc1)N2 (stereo unspecified),-6,19,-3,8,-2,-8,11,-3,18
CC(=O)c1ccc(NC(=O)c2cn(-c3ccccc3)nc2-c2ccncc2)cc1,1,-3,0,-6,2,6,-6,-7,-1
C=CCOc1ccc(C2NC(=S)NC3=C2CCc2ccccc23)cc1 (stereo unspecified),-4,11,·,1,2,-17,1,0,-14
CCOc1ccc(S(=O)(=O)N2CCCCC2)c2ccccc12,-13,-15,14,-2,-11,5,-6,-2,0
CCn1c(O)c(N=NC2=NC(=O)CS2)c2cc(C)ccc21,10,7,-8,-2,-4,-13,6,-11,6
O=C(CSCc1cnn(-c2ccccc2)c1-n1cccc1)NCCN1CCOCC1,2,8,4,2,-10,5,-4,-2,14
Cn1c(CNC(=O)c2ccccc2F)nnc1SCC(=O)NCc1ccccc1,-19,-7,0,1,5,-23,-2,3,-5
CSc1ccccc1NC(=O)c1cc(-c2cccnc2)nc2ccc(Br)cc12,-41,-58,9,-2,-10,-14,2,-3,57*
CN(C)CCN1C(=O)C(O)=C(C(=O)c2cc3ccccc3o2)C1c1ccccn1 (stereo unspecified),2,8,-2,0,4,-15,0,-10,0
NC(=O)c1cccnc1Nc1ccccc1F,4,1,-4,2,0,0,2,-3,4
OCCN1CCN(CC(O)COc2ccc3ccccc3c2)CC1 (stereo unspecified),-1,-17,-2,1,0,-7,3,-3,0
Cc1csc(NC(=O)CSc2nc3ccccc3c3c2CCCC3)n1,-4,-26,5,4,-4,-7,5,-1,1
CCOC(=O)C1=C(CC)Nc2ccccc2N=C1NC(=O)Nc1ccc(Cl)c(Cl)c1,11,2,6,0,-28,-5,3,0,2
CCCCCOC(=O)Cn1c(=O)c2c(nc(N3CCOCC3)n2C)n(C)c1=O,7,-20,-3,0,0,4,2,0,7
O=C1C(Cl)=C(NCC2CCCO2)C(=O)N1CCc1ccccc1 (stereo unspecified),-12,-14,7,-3,-4,-9,-6,-18,1
Cc1cc(C)n2nc(SCC(=O)N/N=C/c3ccc(F)cc3)nc2n1,-3,19,-3,0,8,4,3,-2,0
CN(C)CCN(Cc1ccco1)C(=O)c1cc2c(Cl)nc3ccccc3c2s1,-2,-10,11,1,4,18,2,-1,21
CC1CC(C)CN(S(=O)(=O)c2cc(C(=O)O)c(Cl)s2)C1 (stereo unspecified),5,-14,2,-3,-8,-8,-9,2,-1
Nc1nc2c(s1)C(=O)CCC2,-12,-7,8,-2,-6,-20,3,-1,0
CC(C)CC(=O)NC(=S)Nc1ccc(N2CCOCC2)c(Cl)c1,-3,-10,2,1,-4,-14,-3,-5,3
COc1cccc(NC(=O)N2CCCC2C(=O)NC2CC2)c1 (stereo unspecified),-1,12,-5,0,-4,-6,1,-7,1
Cc1cccc(C)c1-n1nnnc1SCSc1nnnn1-c1c(C)cccc1C,8,19,3,0,0,4,9,2,6
Cc1cc(N2CCOCC2)nc(SCc2ccc(Cl)cc2Cl)n1,-7,-6,1,-4,-7,-10,-4,-8,-1
Cc1ccc(-c2nc3ccccc3nc2Cl)cc1,-7,-12,3,-2,-9,-11,0,-2,17
O=C(Nc1ccccc1)N1CC=C(c2ccccc2)CC1,-8,-25,9,-1,-7,-11,-2,-2,4
CCc1ccccc1NC(=O)CSc1nnc([C@@H](N)Cc2ccccc2)o1,-13,12,0,·,-7,-5,2,0,1
O=C(NCc1ccccc1F)C1CCN(C(=O)c2sccc2-n2cccc2)CC1,2,-2,-3,-2,-6,3,1,-2,17
N#C/C(=C/c1ccc(-c2ccccc2)o1)c1nc(-c2cccs2)cs1,0,-29,12,-23,-10,1,5,-159,2
COc1ccc(CNC(=O)COc2cc(=O)n(C)c3ccccc23)cc1,-1,8,5,1,0,24,5,-3,22
CCn1c2ccccc2c2cc(/C=N/NC(=O)c3cccc(C)c3)ccc21,-30,-10,6,-2,-1,-20,-7,-3,0
O=C(NCC1COc2ccccc2O1)c1c[nH]c2ccc(S(=O)(=O)N3CCOCC3)cc2c1=O (stereo unspecified),-4,0,-2,-3,-9,-7,3,1,2
CCOC(=O)c1c(NC(=O)COC(=O)CNC(=O)c2ccco2)sc(C(C)=O)c1C,24,20,-4,-11,2,-16,3,0,3
CC1CCCCN1CC(=O)Nc1ccc(Oc2ccccc2)cc1 (stereo unspecified),-4,1,11,0,-5,5,-5,2,-11

# 3 entries out of the list above, ordered by their value in NPY-Y1 PAM-ag, highest first:
SMILES	NPY2 pot ag	NPY-Y1 PAM-ag	NPY Y1 blocker	Runt-CBFb FRET	RBBP9 inhibitor	p97 ATPase inh	Runt-SMMHC FRET	Hck Nef HTS
CCOC(=O)c1c(NC(=O)COC(=O)CNC(=O)c2ccco2)sc(C(C)=O)c1C	24	20	-4	-11	2	3	0	3
O=C(NCc1ccccc1F)C1CCN(C(=O)c2sccc2-n2cccc2)CC1	2	-2	-3	-2	-6	1	-2	17
Cc1cc(N2CCOCC2)nc(SCc2ccc(Cl)cc2Cl)n1	-7	-6	1	-4	-7	-4	-8	-1

# Given bar-delimited: entries from further up.
SMILES | NPY2 pot ag | NPY-Y1 PAM-ag | NPY Y1 blocker | Runt-CBFb FRET | RBBP9 inhibitor | MDM2 E3 inh | p97 ATPase inh | Runt-SMMHC FRET | Hck Nef HTS
Cc1cc(N2CCOCC2)nc(SCc2ccc(Cl)cc2Cl)n1 | -7 | -6 | 1 | -4 | -7 | -10 | -4 | -8 | -1
CCc1ccccc1NC(=O)CSc1nnc([C@@H](N)Cc2ccccc2)o1 | -13 | 12 | 0 | · | -7 | -5 | 2 | 0 | 1
Cc1cccc(C)c1-n1nnnc1SCSc1nnnn1-c1c(C)cccc1C | 8 | 19 | 3 | 0 | 0 | 4 | 9 | 2 | 6
Nc1nc2c(s1)C(=O)CCC2 | -12 | -7 | 8 | -2 | -6 | -20 | 3 | -1 | 0
COc1ccc(CNC(=O)COc2cc(=O)n(C)c3ccccc23)cc1 | -1 | 8 | 5 | 1 | 0 | 24 | 5 | -3 | 22
O=C(NCc1ccccc1F)C1CCN(C(=O)c2sccc2-n2cccc2)CC1 | 2 | -2 | -3 | -2 | -6 | 3 | 1 | -2 | 17

# Next part.
SMILES,NPY2 pot ag,NPY-Y1 PAM-ag,NPY Y1 blocker,Runt-CBFb FRET,RBBP9 inhibitor,MDM2 E3 inh,p97 ATPase inh,Runt-SMMHC FRET,Hck Nef HTS
COc1ccc(NC(=O)C(=O)NNC(=O)C(C)Oc2ccc(Cl)cc2Cl)cc1 (stereo unspecified),1,7,6,-2,-13,-1,-7,-6,11
COc1ccc2nc(SCC(=O)NC3CCCc4ccccc43)[nH]c2c1 (stereo unspecified),7,-25,3,-1,-8,-1,3,2,3
COc1cccc(CN2C(=O)CCC2(C)C(=O)NC2CCCC2)c1 (stereo unspecified),-13,16,5,0,-6,-19,-6,2,-2
O=C(O)CCCC(=O)Nc1cccc2cccnc12,1,-5,-4,0,0,-18,13,1,0
COC(=O)C1=C(C)NC(=O)/C1=C\c1cc(C)n(-c2ccccc2)c1C,-2,-7,-1,-4,-7,-2,-2,-13,23
Cc1cc(N2C(=O)C(O)=C(C(=O)c3ccco3)C2c2ccc(O)cc2)no1 (stereo unspecified),8,2,-3,4,-2,-9,3,5,1
C/C(=N\NC(=O)CO/N=C(\C)c1cccs1)c1ccc(N)cc1,-3,-9,·,2,1,2,1,0,5
O=C(N/N=C/C=C\c1ccco1)c1ccccn1,-11,4,·,7,-7,-6,2,-4,14
Cn1c(SC(C(=O)Nc2ccc(F)cc2)c2ccccc2)nc2ccccc21 (stereo unspecified),-12,-29,-1,4,-4,-5,4,-3,1
O=C(Nc1ccc(NC(=O)C2CCCCC2)nc1)c1ccccn1,5,16,3,-3,-5,-9,0,-3,19

# Of the compounds above, these have bromine.
SMILES,NPY2 pot ag,NPY-Y1 PAM-ag,NPY Y1 blocker,Runt-CBFb FRET,RBBP9 inhibitor,MDM2 E3 inh,p97 ATPase inh,Runt-SMMHC FRET,Hck Nef HTS
O=c1[nH]c(=O)n(C(c2ccccc2)c2ccccc2)cc1Br,3,10,1,1,-8,-3,4,-1,22
CSc1ccccc1NC(=O)c1cc(-c2cccnc2)nc2ccc(Br)cc12,-41,-58,9,-2,-10,-14,2,-3,57*
